GPR55 LPI antagonism – GPR55 antagonists blocking LPI-driven arrestin recruitment, primary screen, imaging, U2OS, beta-arrestin-GFP, LPI agonist (AID 2013); U2OS GPR55 beta-arrestin-GFP translocation imaging, LPI antagonism; higher % means a stronger effect; one-dose inhibition, % at 10 µM; IC50 in µM for titrated hits; 0.13% of 290,000 active;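 active = spots per cell inhibited over 60%, with over 100 cells counted and total cytoplasm intensity under 500,000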;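 also: U2OS cells stably carrying GPR55 and arrestin-GFP stimulated by 5 µM LPI near EC80; imaged beta-arrestin-GFP aggregate spots per cell after agonist stimulation; plate controls were LPI-stimulated DMSO wells for no effect and DMSO wells without LPI for full effect; some results filed as inactive read as strong as hits; confirmed hits need IC50 under 10 µM and bright autofluorescent wells are also inconclusive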
Large T inhibition – SV40 large T antigen inhibitors, biochemical (AID 1903). SV40 large T antigen ATPase/helicase inhibition assay; higher % means a stronger effect. inhibition, % at 20 µM, or IC50 in µM where a hit was titrated. 0.39% of 310,000 active; in the data active = a potency from the dose series; also: strong numbers were not always called active
NOD2 inhibition – inhibition of NOD2-driven NF-kB reporter – cell-based, luminescence, uHTS, HEK293 (AID 1566); HEK293 NOD2/NF-kB luciferase reporter, luminescence; higher % means a stronger effect; one-dose inhibition, % at 4 µM; EC50 in µM for titrated hits; 0.63% of 290,000 active; also: many of its hits are not listed in these tables
KOR beta-arrestin-1 – KOR agonists, beta-arrestin recruitment, primary screen, cell-based, luminescence, uHTS (AID 1777); KOR beta-arrestin recruitment, luminescence; higher % means a stronger effect; activation, % at 10 µM, or EC50 in µM where a hit was titrated; 0.02% of 280,000 active; in the data active = activation above about 50%, passing the limit was not always enough; also: a part of the inactive calls stands beside numbers as strong as those of hits
MgcRacGAP inhibition – MgcRacGAP GTPase-activating activity inhibitors, confirmation, biochemical, ADP Hunter fluorescence | MgcRacGAP-stimulated Rac1 GTP hydrolysis, ADP Hunter fluorescence; higher % means a stronger effect; GST-tagged Rac1 F28L mutant substrate | 0.6% of 340,000 active | AID 624330 | inhibition, % at 30 µM, or IC50 in µM where a hit was titrated;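 active = first-screen hits whose inhibition reached a set limit at any dose in the follow-up dose series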;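 also: fluorescence reports GDP produced by GAP-driven GTP hydrolysis; strong numbers were not always called active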
GPR55 activation – selective activators of receptor GPR55 – imaging, U2OS cells, beta-arrestin-GFP redistribution, primary screen (AID 1961); U2OS GPR55 beta-arrestin-GFP redistribution imaging; higher % means a stronger effect; activation, % at 10 µM, or EC50 in µM where a hit was titrated; 0.048% of 290,000 active;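 active = activation above 40% with more than 50 cells counted in the well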;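 also: U2OS osteosarcoma cells stably expressing GPR55 and beta-arrestin-GFP; plate controls were DMSO negative control for no effect and LPI positive control for full effect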
HIV peptide binding – cell-free HIV fusion peptide-binding blockers – biochemical, uHTS, fluorescence dequenching, primary screen (AID 1986) | 0.3% of 290,000 active | cell-free peptide binding, fluorescence dequenching, 30 min; higher % means a stronger effect | inhibition, % at 20 µM; hits with a dose series show IC50 in µM; in the data active = inhibition mostly above about 52%, no sharp cut-off; inactive = mostly below about 76%; also: some results filed as inactive read as strong as hits
NOD1 NF-kB reporter – inhibition of NOD1-driven NF-kB reporter – cell-based, luminescence, uHTS, primary screen (AID 1578); NOD1-driven NF-kB luciferase reporter cells, luminescence; higher % means a stronger effect; inhibition, % at 4 µM, or EC50 in µM where a hit was titrated; 1% of 290,000 active; in the data active = inhibition mostly above about 36%, no sharp cut-off; inactive = mostly below about 34%;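 also: HEK-293T reporter cells stimulated with the NOD1 agonist gamma-tri-DAP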
KOR beta-arrestin-2 – kappa opioid receptor blockers – cell-based, luminescence, uHTS (AID 1778); inhibition, % at 10 µM; hits with a dose series show IC50 in µM; 0.091% of 290,000 active; KOR beta-arrestin recruitment, luminescence, antagonist mode; higher % means a stronger effect; also: strong numbers were not always called active
The depositor's hits bear a star; / = no result given; [ ] = dose if it differs, or a comment. Rule as the data show it, unless noted: active = inhibition above about 50%; inactive = the rest. Some of the compounds tested. The share of hits here may be higher or lower than overall.

#1 Cc1cccc(-n2c(-c3ccncc3)n[nH]c2=S)c1
#2 CC(NC(=O)CCn1c(=S)[nH]c2ccsc2c1=O)c1ccccc1 (configuration not stated)
#3 O=C(Cc1ccccc1)NC1CCN(S(=O)(=O)c2cccc(F)c2)CC1
#4 NS(=O)(=O)c1ccc(CCNC(=O)CNC(=O)Cc2cccc3ccccc23)cc1
#5 CCOC(=O)N1CCC(=NNC(=O)c2ccccc2F)CC1
#6 COc1ccc(C2C=C(c3ccc(F)cc3)NC(=S)N2)cc1OC (configuration not stated)
#7 COc1ccc(S(=O)(=O)N2CCC(C(=O)NCC3CCCCC3)CC2)cc1
#8 N#Cc1c(NC(=O)CN2CCCCC2)sc2c1CCC2
#9 COC(=O)Cn1c2ccccc2c2nc3ccccc3nc21
#10 Cn1c(=O)c(=O)n(C)c2cc(S(=O)(=O)Nc3ccc(OC(F)(F)F)cc3)ccc21
Assay by compound	1	2	3	4	5	6	7	8	9	10
GPR55 LPI antagonism	17%	12%	8%	3%	8%	-3%	0%	-2%	5%	11%
Large T inhibition	18%	3%	12%	4%	-3%	5%	7%	11%	6%	8%
NOD2 inhibition	0%	17%	4%	11%	23%	23%	10%	-6%	-2%	1%
KOR beta-arrestin-1	3.3%	-2.9%	1.8%	-0.7%	-2.0%	0.2%	-3.2%	-1.9%	-5.8%	-3.8%
MgcRacGAP inhibition	8%	6%	3%	4%	4%	5%	5%	-1%	6%	1%
GPR55 activation	0.2%	0.1%	-1.0%	-0.1%	0.3%	-0.3%	-0.1%	0.1%	-0.1%	0.2%
HIV peptide binding	0.4%	-2.1%	-1.7%	-1.2%	-0.9%	0.7%	0.3%	13%	-0.4%	-0.2%
NOD1 NF-kB reporter	-43%	-22%	-10%	4%	-10%	13%	12%	-22%	-33%	-12%
KOR beta-arrestin-2	-49%	5%	10%	-2%	10%	-20%	-12%	20%	-20%[20 µM]	8%

#11 Cc1c(NC(=O)Cc2cccs2)cccc1[N+](=O)[O-]
#12 O=C(NCc1cccc(Cl)c1)c1ccc(N2CC3CC(C2)c2cccc(=O)n2C3)c(NC(=O)c2cccnc2)c1 (configuration not stated)
#13 COc1ccc(N2C(=O)/C(=C/N(C)C)NC2=S)cc1
#14 O=C(NCC1CCCCC1)C1CCCN(C(=O)NC2CCCCC2)C1 (configuration not stated)
#15 CCOC(=O)c1c(NC(=O)CCC(=O)N2CCOCC2)sc2c1CC(C)(C)OC2
#16 CCCn1cnc2sc(C(N)=O)c(C)c2c1=O
#17 CC(=O)n1cc(C2C(=O)CC(C)(C)CC2=O)c2ccccc21
#18 CCOC(=O)c1ccc(CNC(=O)CSc2nnc(-c3ccncc3)o2)cc1
#19 CCc1cccc(CC)c1NC(=O)COc1ccccc1C(=O)c1cc(C#N)c(=O)n(C2CCCCC2)c1
#20 Cc1ccc2[nH]c(=O)c(N3CCOCC3)c(-c3ccccc3)c2c1
Assay by compound	11	12	13	14	15	16	17	18	19	20
GPR55 LPI antagonism	8%	-2%	-9%	2%	4%	0%	20%	-9%	1%	-1%
Large T inhibition	1%	2%	24%	10%	0%	8%	5%	1%	8%	2%
NOD2 inhibition	-10%	-1%	3%	21%	8%	6%	13%	17%	-23%	9%
KOR beta-arrestin-1	-3.5%	4.7%	-5.9%	0.3%	1.8%	-3.8%	0.9%	-1.0%	5.4%	-2.6%
MgcRacGAP inhibition	6%	5%	75µM*	5%	6%	6%	15%	0%	7%	9%
GPR55 activation	-0.4%	0.3%	1.3%	0.2%	0.2%	-0.1%	-0.1%	0.2%	0.7%	-0.1%
HIV peptide binding	0.7%	-0.3%	-2.0%	0.5%	-1.9%	0.8%	-1.6%	-2.3%	0.8%	0.9%
NOD1 NF-kB reporter	6%	-11%	-16%	20%	11%	-9%	13%	-15%	-15%	-14%
KOR beta-arrestin-2	20%	-19%	-4%	-9%	-3%	8%	-35%	-4%	0%	20%

#21 O=P(Cc1cccc[n+]1[O-])(c1ccccc1)c1ccccc1
#22 CCOC(=O)c1cc(S(=O)(=O)NCCc2ccccc2)cn1C
#23 CCCCCc1ccc(-c2cn(Cc3cccc(OC)c3)nn2)cc1
#24 O=C(CNC(=S)NC(=O)c1ccc(Br)o1)c1ccccc1
#25 CCOc1ccccc1N(CC(=O)Nc1cccc2ccccc12)S(C)(=O)=O
#26 O=C(NCCCN1CCOCC1)c1cc2c(s1)CSC2
#27 O=C(NCCCCc1ccccc1)C1CC(c2cc(C(F)(F)F)cc(C(F)(F)F)c2)=NO1 (configuration not stated)
#28 CCCCC(=O)NC(=O)NC(c1ccccc1)c1ccccc1
#29 Nc1nc(CN2CCN(c3ccccc3F)CC2)nc(Nc2ccc3c(c2)OCCO3)n1
#30 Cc1cccc(OCC(=O)NCC(=O)N/N=C/c2cccs2)c1
Assay by compound	21	22	23	24	25	26	27	28	29	30
GPR55 LPI antagonism	4%	-10%	4%	6%	-2%	-6%	12%	12%	15%	-1%
Large T inhibition	7%	3%	7%	-1%	6%	6%	3%	12%	13%	4%
NOD2 inhibition	0%	13%	-13%	-21%	-43%	4%	1%	2%	-13%	23%
KOR beta-arrestin-1	5.7%	0.1%	-0.8%	11%	-4.3%	11%	11%	/	2.3%	4.7%
MgcRacGAP inhibition	10%	6%	5%	10%	-4%	13%	10%	14%	2%	2%
GPR55 activation	-0.2%	-0.1%	-0.1%	0.5%	-0.1%	-0.1%	-0.2%	-0.1%	-0.2%	-0.1%
HIV peptide binding	0.4%	-0.1%	-0.3%	7.5%	-2.0%	0.7%	0.2%	0.8%	0.2%	1.5%
NOD1 NF-kB reporter	37%	39%	-18%	-27%	-29%	13%	-4%	-8%	4%	-39%
KOR beta-arrestin-2	8%	-30%	-41%[20 µM]	/	-2%	0%	14%	-12%	4%	-14%

5 entries drawn at random from those above:
#26 O=C(NCCCN1CCOCC1)c1cc2c(s1)CSC2
#22 CCOC(=O)c1cc(S(=O)(=O)NCCc2ccccc2)cn1C
#27 O=C(NCCCCc1ccccc1)C1CC(c2cc(C(F)(F)F)cc(C(F)(F)F)c2)=NO1 (configuration not stated)
#25 CCOc1ccccc1N(CC(=O)Nc1cccc2ccccc12)S(C)(=O)=O
#24 O=C(CNC(=S)NC(=O)c1ccc(Br)o1)c1ccccc1
Assay by compound	26	22	27	25	24
GPR55 LPI antagonism	-6%	-10%	12%	-2%	6%
Large T inhibition	6%	3%	3%	6%	-1%
NOD2 inhibition	4%	13%	1%	-43%	-21%
KOR beta-arrestin-1	11%	0.1%	11%	-4.3%	11%
MgcRacGAP inhibition	13%	6%	10%	-4%	10%
GPR55 activation	-0.1%	-0.1%	-0.2%	-0.1%	0.5%
HIV peptide binding	0.7%	-0.1%	0.2%	-2.0%	7.5%
NOD1 NF-kB reporter	13%	39%	-4%	-29%	-27%
KOR beta-arrestin-2	0%	-30%	14%	-2%	/

New compounds follow.
#31 O=C(COc1ccc(Br)cc1)c1ccc2c(c1)CCCC2
#32 CN1CCN(C(=O)c2cc(Oc3c(F)c(F)c(F)c(F)c3F)cc(C(=O)N3CCN(C)CC3)c2)CC1
#33 Cc1nc(Cl)sc1C(=O)Nc1ccccc1Cl
#34 CNC(=O)c1ccccc1S(=O)c1ccccc1C#N (configuration not stated)
#35 Cc1cccc(NC(=O)NNC(=O)c2cc3occc3[nH]2)c1C
#36 COC(=O)Cc1c(C(=O)OC)nnn1-c1ccc(OC)cc1
#37 NS(=O)(=O)c1ccc(NC(=O)CSc2nnc(COc3ccccc3Cl)n2C2CC2)cc1
#38 O=[N+]([O-])c1cccc(NC(=S)N2CCc3ccccc32)c1
#39 COc1ccc(/C=N/N(C)C2=NS(=O)(=O)c3ccccc32)cc1OC
#40 CC(NC(=O)c1csc2ccccc12)C1CCCO1 (configuration not stated)
Assay by compound	31	32	33	34	35	36	37	38	39	40
GPR55 LPI antagonism	-2%	4%	-5%	19%	-3%	13%	8%	-4%	-15%	2%
Large T inhibition	1%	2%	-6%	-3%	-1%	7%	2%	7%	-13%	25%
NOD2 inhibition	5%	7%	-5%	8%	6%	8%	22%	9%	-24%	7%
KOR beta-arrestin-1	3.8%	3.3%	-1.1%	-1.9%	0.9%	-4.3%	4.6%	6.7%	3.1%	-2.0%
MgcRacGAP inhibition	10%	8%	12%	10%	15%	0%	5%	7%	16%	1%
GPR55 activation	0.6%	-0.4%	-0.1%	0.1%	-0.4%	0.4%	0.0%	0.3%	-0.1%	-0.1%
HIV peptide binding	1.1%	0.8%	0.1%	-1.3%	-0.2%	-1.7%	0.3%	0.1%	0.1%	1.2%
NOD1 NF-kB reporter	32%	-31%	-21%	-10%	-19%	-26%	14%	-3%	-5%	-24%
KOR beta-arrestin-2	-25%	-2%	-27%	0%	-34%	1%	-8%	-16%	-25%	21%

#41 CSCCC(NS(=O)(=O)c1ccccc1F)C(=O)N1CC=C(c2ccccc2)CC1 (configuration not stated)
#42 O=C(CN1CCOCC1)Nc1nc2ccc([N+](=O)[O-])cc2s1
#43 CCCOc1ccc(C(=O)c2nc3c(n2O)CCCC3)cc1
#44 CCOc1ccc(CCNC(=O)Cn2ccc3cc(S(=O)(=O)N4CCCC4)ccc32)cc1
#45 CC(C)N(Cc1ccccc1)C(=S)NCCN1CCOCC1
#46 COc1ccc(NC(=O)c2sc3cc(C(F)(F)F)cnc3c2-c2cccs2)cc1
#47 CCn1c(=O)cc(SCC(=O)Nc2cccnc2)c2ccccc21
#48 CC1(C)CC(=O)C(C=NCCCN2CCCC2=O)=C(O)C1
#49 COCc1cc(C)n(CC(=O)N2CCCC2)c(=O)c1C#N
#50 COc1cc(C(CC(=O)N2CCCC2)c2c(OC)cc(OC)c3ccc(=O)oc23)cc(OC)c1OC (configuration not stated)
#51 Cc1cccc(NC(=S)NC(C)C(c2ccccc2)N2CCN(C)CC2)c1C (configuration not stated)
#52 Cc1cc(C)c2cc(C#N)c(N3CCCN(C(=O)c4cnccn4)CC3)nc2c1
#53 Cc1nc(SCc2ccccc2C#N)n[nH]1
Assay by compound	41	42	43	44	45	46	47	48	49	50	51	52	53
GPR55 LPI antagonism	-6%	-12%	0%	0%	13%	-4%	2%	-15%	13%	-7%	2%	4%	-14%
Large T inhibition	14%	5%	11%	10%	3%	11%	3%	3%	10%	11%	6%	1%	0%
NOD2 inhibition	-18%	-28%	5%	14%	14%	32%	-1%	9%	5%	6%	-7%	29%	6%
KOR beta-arrestin-1	2.9%	-10%	-3.9%	-7.8%	-2.8%	4.9%	-3.7%	-1.3%	-0.7%	2.4%	5.0%	-1.1%	-8.8%
MgcRacGAP inhibition	5%	3%	3%	3%	7%	6%	13%	9%	7%	3%	6%	1%	12%
GPR55 activation	-0.1%	-0.1%	0.3%	-0.1%	0.1%	-0.1%	-0.1%	-0.2%	0.5%	-0.1%	0.1%	-0.1%	0.8%
HIV peptide binding	0.9%	-1.2%	-0.8%	-0.9%	-0.5%	2.9%	-2.4%	-3.0%	0.4%	7.3%	-1.1%	-0.3%	0.2%
NOD1 NF-kB reporter	-21%	-16%	-42%	0%	-18%	-22%	-32%	-11%	22%	4%	17%	-20%	51%
KOR beta-arrestin-2	-18%	-5%[20 µM]	-6%	-7%	17%	-33%	22%	27%	17%	10%	-50%	-34%	-42%[20 µM]
